Assay outcomes as filed in PubChem.
A3G deaminase: inhibitors of human APOBEC3G DNA deaminase; Q9HC16; recombinant A3G, ssDNA deamination FAM/TAMRA fluorescence; inhibition, % at 20 µM; 330,000 compounds, 0.28% hits; AID 493012;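 active means inhibition of at least 40% at 20 µM, with no more than 30% in the related APOBEC3A deaminase screen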;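 further: plate controls were DMSO wells with A3G for no effect and wells lacking A3G enzyme for full effect; some compounds called inactive have numbers as strong as hits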
Target sequence (Q9HC16 whole entry, looked up): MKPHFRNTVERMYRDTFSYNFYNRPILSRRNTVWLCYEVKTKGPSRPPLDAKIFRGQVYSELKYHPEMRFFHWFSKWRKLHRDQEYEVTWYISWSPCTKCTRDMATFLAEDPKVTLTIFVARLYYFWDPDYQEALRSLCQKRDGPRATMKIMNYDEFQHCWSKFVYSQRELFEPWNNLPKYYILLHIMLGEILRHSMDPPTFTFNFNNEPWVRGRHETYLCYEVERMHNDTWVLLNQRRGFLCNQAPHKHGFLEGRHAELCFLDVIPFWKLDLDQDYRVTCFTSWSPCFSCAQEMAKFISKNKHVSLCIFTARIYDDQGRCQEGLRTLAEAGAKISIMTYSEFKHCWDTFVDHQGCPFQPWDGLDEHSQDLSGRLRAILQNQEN
NLRP3 yeast inh: inhibitors of NALP3 inflammasome in yeast. 330,000 compounds, 0.39% hits. Yeast reconstituted NLRP3/ASC/caspase-1, beta-gal luminescence, 24 h. inhibition, % at 10 µM;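 active means inhibition of 50% or more; inactive means inhibition below 50%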;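 further: plate controls were induced DMSO wells for no effect and uninduced yeast grown without galactose for full effect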
TIM10 inh: inhibits growth of TIM10 yeast strain. S. cerevisiae TIM10 strain growth, BacTiter-Glo luminescence, 24 h. 330,000 compounds, 1.4% hits. AID 463195. inhibition, % at 10 µM;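 active means inhibition of 40% or more at the single tested concentration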;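 further: wild-type TIM10 isogenic control strain grown at permissive 25 °C; 0% = DMSO yeast wells and 100% = minimal medium wells without yeast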
tim10-1 inh: growth inhibitors of tim10-1 mutant yeast. inhibition, % at 20 µM. 330,000 compounds, 2.2% hits. S. cerevisiae tim10-1 ts strain growth, BacTiter-Glo, 24 h;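 active means inhibition of at least 40%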;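 further: mutant grown at 25 °C; 0% = DMSO wells with yeast and 100% = wells holding no yeast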
A3A deaminase: human APOBEC3A DNA deaminase inhibition. 330,000 compounds, 0.41% hits. inhibition, % at 20 µM. P31941. AID 493011. recombinant A3A, FAM/TAMRA ssDNA deamination fluorescence;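 active means at least 40% inhibition at 20 µM here, with at most 30% in a related deaminase screen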;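 further: plate controls were A3A with DMSO for no effect and wells lacking A3A enzyme for full effect; some results filed as inactive read as strong as hits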
Target sequence (P31941 whole entry, looked up): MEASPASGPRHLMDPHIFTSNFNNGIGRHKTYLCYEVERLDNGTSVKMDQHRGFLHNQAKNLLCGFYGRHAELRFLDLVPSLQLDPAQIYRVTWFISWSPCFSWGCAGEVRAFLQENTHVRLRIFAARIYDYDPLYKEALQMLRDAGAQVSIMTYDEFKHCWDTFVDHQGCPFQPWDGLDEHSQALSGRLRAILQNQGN
mIAP act: increases mouse intestinal alkaline phosphatase activity. AID 2805. 330,000 compounds, 0.24% hits. activation factor at 10 µM. muIAP, CDP-Star luminescence, 30 min; active compounds read high; 1 = vehicle-only enzyme signal, 0 = enzyme-free wells;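 active means activation factor of at least 2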; further: the source names both 10 and 20 µM as test concentration; values of inactives mirror those of a sister screen read the other way
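Assay system: mouse IAP enzyme / Compound: DMSO-dissolved test compounds / Timing: 30 min, room temperature / Measured by: luminescence from enzymatic CDP-Star hydrolysis / Control set: DMSO-only wells, enzyme-free buffer wells as negative control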
mIAP inh: mouse IAP inhibition; purified mouse IAP, CDP-Star luminescence, 30 min; inhibition, % at 10 µM; 330,000 compounds, 0.2% hits;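 active means inhibition of at least 40% at 10 µM in the primary screen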;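 further: plate controls were DMSO with enzyme for no effect and no enzyme wells for full effect; values of inactives mirror those of a sister screen read the other way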
beta cell repl: MIN6 beta-cell proliferation induction | AID 2380 | MIN6 cells proliferation, ATPlite luminescence, 48 h; cells starved in 0.2% serum; 100% = growth in 10% serum | 330,000 compounds, 0.29% hits | proliferation, % at 10 µM;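 active means compounds whose signal lies at least 3.5 SD above the mean of all wells on their plate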;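 further: 0% = DMSO-treated cells in low-serum medium and 100% = 10% serum control; some compounds called inactive have numbers as strong as hits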
hIAP inh: human IAP inhibition; P09923; purified IAP, CDP-Star luminescence, 30 min; inhibition, % at 10 µM; 330,000 compounds, 0.12% hits; AID 2544;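 active means inhibition reaching a set limit with compound at 10 µM in the primary screen, cut at about 35% in these data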;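 further: plate controls were DMSO wells with enzyme for no effect and no-enzyme buffer wells for full effect; values of inactives mirror those of a sister screen read the other way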
Target sequence (P09923 whole entry, looked up): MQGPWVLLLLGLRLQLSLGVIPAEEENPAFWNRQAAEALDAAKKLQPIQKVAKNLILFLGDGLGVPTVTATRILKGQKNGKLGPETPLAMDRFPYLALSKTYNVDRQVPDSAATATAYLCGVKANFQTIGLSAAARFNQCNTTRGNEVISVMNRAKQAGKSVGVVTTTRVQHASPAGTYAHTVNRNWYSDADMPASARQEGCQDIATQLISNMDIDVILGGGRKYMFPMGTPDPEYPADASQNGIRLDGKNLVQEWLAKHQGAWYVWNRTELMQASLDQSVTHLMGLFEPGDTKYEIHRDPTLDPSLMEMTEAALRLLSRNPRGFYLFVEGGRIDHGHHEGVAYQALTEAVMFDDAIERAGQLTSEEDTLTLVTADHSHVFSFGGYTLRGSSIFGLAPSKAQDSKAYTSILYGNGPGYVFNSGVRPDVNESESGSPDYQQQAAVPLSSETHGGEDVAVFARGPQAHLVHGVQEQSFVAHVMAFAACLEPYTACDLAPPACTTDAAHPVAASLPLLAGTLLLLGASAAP
Starred values were filed as active, the others as inactive.

nr	SMILES	A3G deaminase	NLRP3 yeast inh	TIM10 inh	tim10-1 inh	A3A deaminase
1	Cc1[nH]n(-c2ccccc2)c(=O)c1C(C[N+](=O)[O-])c1ccc(Br)cc1 (stereo not given)	13	36	49*	60*	5
2	C(=N\n1cnnc1)/c1cn(-c2cccs2)nc1-c1ccccc1	-6	15	7	-10	-1
3	Cn1cc(-c2ccno2)c(C(=O)O)n1	-3	-1	-16	0	4
4	Cn1cc(Cl)c(C(=O)NNC(=S)NCc2ccco2)n1	-6	27	8	-4	-3
5	CCOC(=O)C1CCCN(CC(O)COc2ccccc2C(C)=O)C1 (stereo not given)	-8	-5	-1	1	-3
6	CN(CC(=O)N1CCCCC1)S(=O)(=O)c1ccc(Cl)cc1	-10	16	11	-12	-3
7	COc1ccc2oc(C(=O)N3CCN(C/C=C/c4ccccc4)CC3)c(C)c2c1	-15	28	12	31	-2
8	COc1ccc(Cl)cc1NC(=O)c1oc(C)nc1C	-2	28	1	15	8
9	CCOC(=O)c1c(C)nc2sc3c(=O)n(-c4ccc(C)cc4)cnc3c2c1-c1ccc(OC)cc1	4	5	10	8	5
10	COc1ccc(-c2nc(CS(=O)(=O)CC(=O)NCc3cccc(Br)c3)c(C)o2)cc1	17	9	-1	7	32

nr	mIAP act	mIAP inh	beta cell repl	hIAP inh
1	0.99	1	-4	6
2	0.97	3	-2	-5
3	0.97	3	-2	-1
4	0.72	28	1	-39
5	0.86	14	-1	1
6	0.99	1	-2	3
7	1	-5	-5	1
8	1	-2	-2	-9
9	0.98	2	1	-6
10	1.1	-8	-5	8

The last 2 records of the part above come first, to join the parts:
nr	SMILES	A3G deaminase	NLRP3 yeast inh	TIM10 inh	tim10-1 inh	A3A deaminase
9	CCOC(=O)c1c(C)nc2sc3c(=O)n(-c4ccc(C)cc4)cnc3c2c1-c1ccc(OC)cc1	4	5	10	8	5
10	COc1ccc(-c2nc(CS(=O)(=O)CC(=O)NCc3cccc(Br)c3)c(C)o2)cc1	17	9	-1	7	32
11	CCCCn1c(NC(C)=O)c(C#N)c2nc3ccccc3nc21	-2	12	17	19	-1
12	CCCCSc1nc(C)[nH]c1[N+](=O)[O-]	-6	3	14	10	-2
13	O=C(NC1CCCCC1)/C(=N\O)c1ccccn1	-5	13	-11	-14	-3
14	Cc1ccc(C(=O)NCCCNC(=O)c2ccccc2C)cn1	-6	6	-13	10	3
15	Cc1cc2nc3n(c2cc1C)CCCN3	0	7	8	4	-6
16	C#CC[N+]1(CC#Cc2ccccc2)CCOCC1	-6	-5	-3	1	-3
17	O=C(Nc1cnccn1)c1ccc(F)cc1Cl	-6	15	5	-16	-7
18	CCN(C(=O)CSc1nc2cc(S(=O)(=O)N(CC)CC)ccc2o1)C1CCS(=O)(=O)C1 (stereo not given)	12	4	8	-4	6
19	CC1CCCCN1CCNS(=O)(=O)c1ccc2c(c1)oc(=O)n2C (stereo not given)	-9	7	-20	18	5
20	COc1cc(OC)cc(C(=O)NC(C(=O)N2CCC2)C(C)C)c1 (stereo not given)	-3	-13	1	-3	0

nr	mIAP act	mIAP inh	beta cell repl	hIAP inh
9	0.98	2	1	-6
10	1.1	-8	-5	8
11	0.98	2	-1	3
12	0.9	10	1	-5
13	1	-5	-2	1
14	1.1	-10	1	9
15	1.1	-6	0	-37
16	0.96	4	3	11
17	0.99	1	-1	-16
18	0.99	0	-2	-18
19	1.1	-5	-3	-18
20	1.1	-6	3	11

Fetched by compound from the list above:
nr	SMILES	A3G deaminase	NLRP3 yeast inh	TIM10 inh	tim10-1 inh	A3A deaminase
13	O=C(NC1CCCCC1)/C(=N\O)c1ccccn1	-5	13	-11	-14	-3
18	CCN(C(=O)CSc1nc2cc(S(=O)(=O)N(CC)CC)ccc2o1)C1CCS(=O)(=O)C1 (stereo not given)	12	4	8	-4	6
14	Cc1ccc(C(=O)NCCCNC(=O)c2ccccc2C)cn1	-6	6	-13	10	3
15	Cc1cc2nc3n(c2cc1C)CCCN3	0	7	8	4	-6
20	COc1cc(OC)cc(C(=O)NC(C(=O)N2CCC2)C(C)C)c1 (stereo not given)	-3	-13	1	-3	0

nr	mIAP act	mIAP inh	beta cell repl	hIAP inh
13	1	-5	-2	1
18	0.99	0	-2	-18
14	1.1	-10	1	9
15	1.1	-6	0	-37
20	1.1	-6	3	11

Continuation:
nr	SMILES	A3G deaminase	NLRP3 yeast inh	TIM10 inh	tim10-1 inh	A3A deaminase
21	CC(C)CCNC(=S)Nc1ccc([N+](=O)[O-])cc1	-6	63*	52*	74*	-1
22	Cc1nnsc1C(=O)NNc1ccc(C(C)C)cc1	-10	-5	27	23	-3
23	Cc1cccc(Cc2cnc(NC(=O)CN3C(=O)/C(=C/c4ccccc4)SC3=S)s2)c1	-9	-10	-2	17	-5
24	CCC(C)C(NC(=O)C1CCC(C)CC1)C(=O)NC(CCSC)C(=O)OC (stereo not given)	-4	-2	13	16	-3
25	FC(F)(F)c1cccc(Cn2c3[n+](c4ccc(C(F)(F)F)cc42)CCCCC3)c1	21	11	-15	-16	49*
26	O=C(C1CCN(S(=O)(=O)c2ccc(F)cc2)CC1)N1CCCC(C(F)(F)F)C1 (stereo not given)	-13	23	-5	0	-2
27	CCOc1ccc(S(=O)(=O)N2CCOCC2)cc1NC(=O)c1ccc(N2CCCC2=O)cc1	7	9	16	10	10
28	CCc1c(-c2ccccc2)nc2nc(C)c(C)nn12	-6	18	-1	-12	3
29	Cc1[nH]c2ccccc2c1CCN(Cc1cccs1)C(=S)Nc1ccccc1	0	8	26	28	-4
30	CCOC(=O)C1=C(C)NC(C)=C(C(=O)OCC)C1C(=O)OCC(=O)N1CCCCC1C (stereo not given)	-5	-9	2	14	-1

nr	mIAP act	mIAP inh	beta cell repl	hIAP inh
21	0.85	15	0	26
22	1	-2	-1	-8
23	0.98	2	2	-9
24	1.1	-8	-3	12
25	0.9	10	-2	-5
26	0.98	2	2	-2
27	0.87	13	-2	-8
28	0.95	5	-1	-8
29	1	-2	-6	14
30	1.2	-15	-3	2

A3A deaminase, entries above that show a hit.
| entry | molecule | A3G deaminase | NLRP3 yeast inh | TIM10 inh | A3A deaminase | mIAP act | mIAP inh | hIAP inh |
| --- | --- | --- | --- | --- | --- | --- | --- | --- |
| 25 | FC(F)(F)c1cccc(Cn2c3[n+](c4ccc(C(F)(F)F)cc42)CCCCC3)c1 | 21 | 11 | -15 | 49* | 0.9 | 10 | -5 |

Following part:
nr	SMILES	A3G deaminase	NLRP3 yeast inh	TIM10 inh	tim10-1 inh	A3A deaminase
31	C=CC[n+]1c(C)csc1Nc1ccc(C)cc1	-3	13	6	16	-2
32	CCNC(=S)N/N=C/c1cccc(OCc2c(F)cccc2Cl)c1	-8	-4	53*	44*	-6
33	Cc1ccc(C)c(S(=O)(=O)N2CCC(c3nc4c(nnn4Cc4ccc5c(c4)OCCO5)c(=O)[nH]3)CC2)c1	-5	11	7	-4	-3
34	Cc1cc(C)nc(SCCn2c(N3CC(C)OC(C)C3)nc3c2c(=O)n(C)c(=O)n3C)n1 (stereo not given)	22	-2	14	17	6
35	O=C(N/N=C/c1ccccc1Cl)c1ccc(F)cc1	-7	27	8	3	3
36	CC(=O)c1ccc(OCCCC(=O)OCc2nnc(-c3ccc(Cl)cc3)o2)cc1	-2	-6	-11	38	-2
37	Cc1sc2c(c1C)CN(C1CC(C)(C)NC(C)(C)C1)CN2C(=O)c1ccco1	-4	11	5	1	-3
38	COc1ccc(CN(C)C(=O)c2ccc(Cl)c(S(=O)(=O)NCc3cccnc3)c2)cc1F	-2	15	5	-9	0
39	CCc1ccccc1N(C(=O)c1snc(C(N)=O)c1N)C(C(=O)NCC1CCCO1)c1ccc(N(C)C)cc1 (stereo not given)	-5	9	10	-4	-4
40	O=C(NCc1nnc(SCc2ccc(F)cc2)n1-c1ccccc1)C12CC3CC(CC(C3)C1)C2	-5	5	13	35	-5

nr	mIAP act	mIAP inh	beta cell repl	hIAP inh
31	0.97	3	0	-10
32	0.94	6	-7	9
33	0.84	16	-8	13
34	1.1	-6	-3	3
35	0.98	2	-2	17
36	0.94	6	-3	5
37	1.1	-7	-3	15
38	1	0	-1	-5
39	0.99	1	8.7*	7
40	1.2	-22	-5	-6

Next section.
nr	SMILES	A3G deaminase	NLRP3 yeast inh	TIM10 inh	tim10-1 inh	A3A deaminase
41	COc1ccc(NC(=O)Cn2nnc(C(=O)Nc3ccc(F)c(Cl)c3)c2N)cc1OC	-6	-4	4	17	-2
42	Cc1ccc(CN2C(=O)CCC2C(=O)N2CCN(c3ccc(F)cc3)CC2)cc1 (stereo not given)	-1	21	5	14	2
43	O=C(Nc1ccccc1Cl)N1CCN(c2ccc3nnc(-c4ccccc4)n3n2)CC1	-8	9	21	22	-4
44	CCCC(=O)NCCCc1nc2ccccc2n1C(C)C	4	1	1	8	-2
45	Cc1ccc(C)c(NC(=O)CSc2nnc(CCCCCNC(=O)OC(C)(C)C)o2)c1	-8	20	12	34	-1
46	CN(Cc1ccccc1)C(=O)CN(c1ccc(F)cc1)S(=O)(=O)c1ccc2c(c1)OCCO2	2	14	10	33	0
47	Cc1ccc(-c2cc(C(=O)N3CCOCC3)c3ccccc3n2)cc1	2	-1	16	26	1
48	Cc1c(/N=C/c2ccco2)n(Cc2ccccc2)c2ccccc12	-4	18	-7	31	-3
49	CC/C(=N\NC(=O)C(N)=O)c1ccccc1O	-6	9	12	8	-2
50	COc1ccc(N(CC(=O)Nc2ccc(Cl)cc2)S(=O)(=O)c2c(C)n[nH]c2C)cc1	-9	6	-1	20	-5

nr	mIAP act	mIAP inh	beta cell repl	hIAP inh
41	0.98	2	-2	3
42	1	-1	1	-8
43	0.96	4	-3	8
44	1.1	-9	-1	-8
45	1	-2	-2	-24
46	0.9	10	-5	-3
47	0.98	2	0	-12
48	0.87	13	-4	6
49	0.77	23	-1	-51
50	0.97	3	0	-49

The results go on.
nr	SMILES	A3G deaminase	NLRP3 yeast inh	TIM10 inh	tim10-1 inh	A3A deaminase
51	COC(=O)[C@@]12CCCCN1[C@H](c1ccc(-c3ccc(OC)cc3)cc1)[C@H]1C(=O)N(C)C(=O)[C@H]12	-12	7	15	3	-5
52	Cc1c2cnn(CC(=O)O)c(=O)c2c(C)n1Cc1ccccc1	-8	-6	-6	-27	-1
53	COc1cccc(-c2csc(N3CCN(C(=S)Nc4ccccc4)CC3)n2)c1	-7	17	19	17	-1
54	CCC(=O)c1ccc(OCC(O)CN2CCc3ccccc3C2)cc1 (stereo not given)	-2	24	0	-6	-4
55	O=P(c1ccccc1)(c1ccccc1)C1CCCO1 (stereo not given)	-1	10	4	15	2
56	Cc1cccc(NC(=O)CN2CCN(C(=O)c3cncn3-c3ccc(F)cc3)CC2)c1C	-9	-7	6	32	-4
57	Cc1[nH]c(=O)[nH]c(=O)c1S(=O)(=O)N1CCCC(C(=O)NCCC2=CCCCC2)C1 (stereo not given)	-6	16	-6	3	1
58	O=C(N=C1SC2CS(=O)(=O)CC2N1c1ccc(F)c(Cl)c1)C1CCCO1 (stereo not given)	-6	-4	-1	4	-4
59	CCOC(=O)c1c(NC(=O)CSc2ncnc3ccccc23)sc(C(C)=O)c1C	-8	-3	11	6	-4
60	Cc1ccc(N2C(=O)N(c3ccc(C)cc3)C3CS(=O)(=O)CC32)cc1 (stereo not given)	-6	-9	4	-9	5

nr	mIAP act	mIAP inh	beta cell repl	hIAP inh
51	1	-1	-8	3
52	1	-4	8	20
53	1.1	-10	-1	-20
54	1	-2	-1	-10
55	0.99	1	-2	8
56	1.1	-14	0	-3
57	1	-3	0	-3
58	1.1	-7	-1	16
59	0.85	15	-3	4
60	1	-2	-2	-17

Compounds were not picked by outcome; 4.6% or so of the library scored in one or more.
